hgDAF-12 ag: agonists of H. glycines DAF-12 nuclear receptor | 1.8% of 370,000 active | activation, % at 6.8 µM | AID 687014 | HEK293 GAL4-hgDAF12 UAS-luciferase reporter, agonist luminescence; normalized to butyrate control;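 active = activation above a cutoff set at the mean of all screened compounds plus 3 SD, cut at about 10% in these data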;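 note: 0% = DMSO wells and 100% = sodium butyrate wells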
GC-A act: GC-A (human) enzyme activation; P16066; HEK293 GC-A cells, cGMP TR-FRET, EC30 ANP; 0% at EC30 ANP, 100% saturating ANP; activation, % at 10 µM; 0.14% of 370,000 active; in the data active = activation above about 40%
GAA850 FXN act: increases GAA850 frataxin promoter reporter activity. 0.56% of 360,000 active. activation, % at 6 µM. HEK293 lucGAA850 FXN promoter luciferase reporter, 24 h; percent of 10 µM SAHA response;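 active = activation above the average of all compounds screened plus 3 SD, cutoff fixed separately per campaign, cut at about 7.5% in these data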;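 note: 0% = DMSO wells and 100% = 10 µM SAHA wells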
hcDAF12 agonist: activates DAF-12 receptor from parasite H. contortus. activation, % at 6.8 µM. HEK293 hcDAF-12 lit1-tk-luc reporter, luminescence; 0% DMSO, 100% Δ7-dafachronic acid. 1.4% of 370,000 active;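 active = activation above the mean of all tested compounds plus 3 SD, cut at about 5.5% in these data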;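 note: 100% = response to 3 µM Δ7-dafachronic acid high control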
DAX1 inh-1: inhibitors of human orphan nuclear receptor DAX1 (NR0B1); HEK293 Gal4-DAX1 luciferase reporter, luminescence; inhibition, % at 6.75 µM; 0.99% of 340,000 active; AID 504766;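 active = inhibition above the mean over all tested compounds plus 3 SD, cut at about 4.2% in these data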;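 note: 0% = DAX1-transfected cells with DMSO and 100% = empty-vector control cells with DMSO; inhibition shows as a rise in luminescence from relieved DAX1 repression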
Target sequence (P51843 207-470 limits assumed): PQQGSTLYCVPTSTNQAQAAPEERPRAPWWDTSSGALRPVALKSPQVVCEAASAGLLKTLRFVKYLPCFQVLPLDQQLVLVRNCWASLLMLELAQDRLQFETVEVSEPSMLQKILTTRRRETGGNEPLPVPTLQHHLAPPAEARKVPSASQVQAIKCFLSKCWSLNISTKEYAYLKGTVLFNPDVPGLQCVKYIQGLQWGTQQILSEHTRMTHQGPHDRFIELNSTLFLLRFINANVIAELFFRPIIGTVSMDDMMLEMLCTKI
KLK7 zymogen act: activators of human kallikrein-7 zymogen. purified proKLK7, EDANS-DABCYL substrate fluorescence; 100% is mature enzyme control, 0% vehicle. activation, % at 7 µM. 0.9% of 370,000 active;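 active = activation above the mean of all tested compounds plus 3 SD, computed per campaign excluding outliers beyond control limits, cut at about 13% in these data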
Target sequence (P49862 whole entry, looked up): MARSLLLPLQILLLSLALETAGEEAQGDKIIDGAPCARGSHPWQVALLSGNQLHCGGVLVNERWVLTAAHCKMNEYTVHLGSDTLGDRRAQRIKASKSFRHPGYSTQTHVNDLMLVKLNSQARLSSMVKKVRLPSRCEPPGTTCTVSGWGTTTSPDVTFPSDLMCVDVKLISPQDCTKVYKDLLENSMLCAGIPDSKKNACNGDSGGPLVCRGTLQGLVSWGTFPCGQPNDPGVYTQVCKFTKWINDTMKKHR
HGIII-sPLA2 inh: Blocks human group III sPLA2 activity | Q9NZ20 | QFRET BODIPY PC-A2 liposome hydrolysis, fluorescence | inhibition, % at 12.2 µM | 0.56% of 370,000 active | AID 743126;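 active = inhibition above mean plus 3 SD of compounds lying within the high and low control bounds, cut at about 19% in these data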;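 note: 0% = median of test compound wells and 100% = no enzyme DMSO wells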
Target sequence (Q9NZ20 whole entry, looked up): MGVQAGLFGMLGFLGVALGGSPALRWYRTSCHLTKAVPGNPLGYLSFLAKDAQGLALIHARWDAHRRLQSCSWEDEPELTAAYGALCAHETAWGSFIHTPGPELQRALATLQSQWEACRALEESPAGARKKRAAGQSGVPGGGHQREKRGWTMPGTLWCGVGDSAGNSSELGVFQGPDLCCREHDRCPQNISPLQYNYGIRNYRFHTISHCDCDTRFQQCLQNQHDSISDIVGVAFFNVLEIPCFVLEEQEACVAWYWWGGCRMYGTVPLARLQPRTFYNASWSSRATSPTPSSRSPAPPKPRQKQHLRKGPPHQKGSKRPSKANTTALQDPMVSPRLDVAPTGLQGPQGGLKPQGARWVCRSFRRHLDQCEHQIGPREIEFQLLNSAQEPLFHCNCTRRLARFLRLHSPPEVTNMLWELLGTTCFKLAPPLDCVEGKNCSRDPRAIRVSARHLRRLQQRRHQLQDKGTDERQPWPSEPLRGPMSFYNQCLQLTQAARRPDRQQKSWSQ
ssDAF12 agonist: activates DAF-12 receptor from parasite S. stercoralis. 1% of 370,000 active. activation, % at 6.8 µM. HEK293 ssDAF-12/GRIP1 lit1-tk-luc reporter, luminescence; % of 3 µM dafachronic acid response;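 active = activation above the mean over all tested compounds plus 3 SD, cut at about 0.9% in these data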;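 note: 0% = DMSO-only wells and 100% = 3 µM delta7-dafachronic acid wells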
DAX1 inh-2: inhibitors of DAX1 repression of SF-1 activated StAR promoter; 1.1% of 370,000 active; AID 652010; HEK293T StAR-luciferase reporter, SF-1/DAX-1 repression relief; inhibition, % at 6.8 µM;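 active = inhibition above the mean over all tested compounds plus 3 SD, cut at about 3.6% in these data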;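 note: 0% = DAX-1 cells with DMSO and 100% = cells lacking DAX-1 with DMSO; higher inhibition means more luminescence from relief of DAX-1 repression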
SMARCA2 act: activators of SMARCA2 function; MG213 cells, MMTV-luciferase reporter, dexamethasone, overnight; activation, % at 9.1 µM; 1% of 370,000 active; in the data active = activation above about 7.8%;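 note: 0% = vehicle wells and 100% = reference activator wells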
GC-B act: GC-B (human) receptor activation; P20594; HEK293-GC-B cells, CNP EC30, cGMP TR-FRET; 0% at EC30 CNP, 100% saturating CNP; activation, % at 10 µM; 0.11% of 370,000 active; AID 1920062;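 active = activation at 10 µM reaching about 35% in either raw or pattern-adjusted values, limit read from the data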
* marks the source's active call; other numbers are inactive results; x = no result given. No enrichment for hits. About 6.7% of those tested had a hit in this group.

SMILES	hgDAF-12 ag	GC-A act	GAA850 FXN act	hcDAF12 agonist	DAX1 inh-1	KLK7 zymogen act	HGIII-sPLA2 inh	ssDAF12 agonist	DAX1 inh-2	SMARCA2 act	GC-B act
O=C(NCCc1ccccc1)C1CCC(=O)N(Cc2ccc(Cl)cc2)C1 (configuration not stated)	2.1	-1	-1.8	0.3	0.0	-0.1	-1	-1.6	1.9	1	5
Cc1ccccc1NC(=O)/C(=C/c1ccco1)c1ccccc1	-3.5	-7	0.2	-1.6	-0.1	0.9	-5	-1.0	-0.7	2	-5
CC(C)(C)OC(=O)N1CCC(Cc2cc(-c3ccccc3)no2)(C(=O)O)CC1	2.5	2	-0.5	-1.7	3.0	0.1	-5	-1.6	0.2	0	0
CCOC(=O)[C@]12CCCC=C1N(Cc1ccc(Cl)cc1Cl)C(=O)[C@H](CC(=O)N1CCCC1)C2	0.3	-5	x	1.4	x	0.3	1	0.0	-1.0	4	-2
Cc1cccc(OCC(=O)Nc2ccccc2F)c1	11*	4	0.6	1.2	5.6*	-0.2	0	-0.4	2.0	4	-3
CSCCC(=O)N1CCCC(CNC(=O)c2ccc(-c3ccccc3)cc2)C1 (configuration not stated)	3.5	6	0.7	-2.5	-0.8	-0.8	-4	-1.2	-0.5	0	-1
O=C(c1cccs1)N1CCC(c2nc(-c3ccc(S(=O)(=O)N4CCOCC4)cc3)no2)CC1	1.6	2	-2.1	-2.3	0.3	-0.2	0	-1.1	-1.0	-4	-3
O=C(Nc1cc(C(F)(F)F)ccc1N1CCCCC1)c1cccc([N+](=O)[O-])c1	2.3	10	-1.2	-0.6	-0.2	0.2	3	-1.3	0.3	1	1
Cc1cccc(N=C2CCCC2C(=O)Nc2cccc(C)c2C)c1C (configuration not stated)	-1.4	-3	0.1	-1.3	1.7	0.9	-30	-0.9	0.7	2	-2
Cc1ccsc1C(=O)NN=C1CCCCCC1	15*	6	6.6	9.2*	0.6	-0.3	4	1.8*	15*	4	4
CC12CCC(C(=O)Nc3nc4ccccc4s3)(OC1=O)C2(C)C (configuration not stated)	13*	5	3.8	3.0	-0.4	-0.4	14	0.3	1.0	0	3
CCOc1cc(NC(=S)NCC2CCCO2)c(OCC)cc1NC(=O)CC(C)C (configuration not stated)	0.7	-5	0.2	-2.2	-1.2	-0.1	5	-1.8	-0.8	1	2
COc1cc(CNC2CCCCCCC2)c(Br)cc1OCCO	-1.1	-24	-2.8	-1.2	-1.2	0.1	2	-1.3	0.4	-1	-19
COc1ccccc1C(=O)COC(=O)CSCC(=O)Nc1cc(C)on1	0.0	2	2.6	2.9	1.5	-0.7	-1	1.4*	-1.2	0	-5
COCC(C)n1c(C)cc(C(=O)CSc2ccc(NC(C)=O)cc2)c1C (configuration not stated)	-5.6	1	-4.7	-1.6	2.1	-0.7	2	-2.2	-1.4	-2	6
O=C(COC(=O)COc1ccccc1[N+](=O)[O-])Nc1ccc2c(c1)OCO2	-2.2	-2	-1.7	1.0	-0.8	0.0	-3	-0.6	-0.2	2	-6
COC(=O)c1c(NC(C)=O)sc(C(=O)Nc2ccccc2C)c1C	-1.3	8	0.0	-0.2	0.5	-0.3	2	-1.3	-0.3	4	10
O=c1c2ccccc2ncn1CCc1ccncc1	-2.5	-2	0.5	-0.3	0.4	-0.6	16	-1.3	-0.7	-4	-1
CCC(C)NCC(=O)Nc1ccc([N+](=O)[O-])cc1C(=O)Nc1ccccc1F (configuration not stated)	0.3	-6	-0.1	2.1	-0.1	0.3	1	-1.0	-0.5	-2	-8
CCN(Cc1ccccc1)S(=O)(=O)c1ccc(C(=O)N(CCCN(C)C)c2nc3c(F)cccc3s2)cc1	1.0	-4	-1.2	5.7*	1.4	0.1	0	-1.1	0.8	-1	5
OC[C@@H]1CN(Cc2ccc(Cl)cc2)C[C@H](n2cnc3c(NCc4ccncc4)ncnc32)O1	-3.9	1	-2.3	-1.4	x	0.5	-6	-1.6	-1.2	3	-4
CCOc1ccccc1/C=N/NC(=O)C[n+]1ccccc1	-0.7	4	1.0	0.2	-0.1	3.8	7	-0.7	2.4	-4	4
COc1ccc(CN(C)CC(=O)Nc2sc3c(c2C#N)CCC3)cc1OC	-6.0	-1	-0.3	-2.7	-1.4	0.5	-4	-2.1	-1.6	-1	-2
Cc1ccc(C)c(SCc2nc3sc(C(=O)O)c(C)c3c(=O)[nH]2)c1	-3.0	-2	0.1	-1.6	0.1	0.1	1	-1.7	-0.2	-2	2
COc1ccc(N2CCN(CC(=O)Nc3cc(C)on3)CC2)cc1	0.8	-4	0.7	-0.2	0.4	0.1	3	-1.5	0.1	1	1
Next part
SMILES	hgDAF-12 ag	GC-A act	GAA850 FXN act	hcDAF12 agonist	DAX1 inh-1	KLK7 zymogen act	HGIII-sPLA2 inh	ssDAF12 agonist	DAX1 inh-2	SMARCA2 act	GC-B act
N#Cc1c(SCC(N)=O)nc2c(c1-c1ccncc1)CCCC2	1.6	-7	0.6	-1.3	-0.4	0.1	8	-1.4	-1.0	-3	-1
O=C(NNS(=O)(=O)c1ccc(F)cc1F)c1csc(-c2cccnc2)n1	2.0	-4	0.3	0.2	-0.7	0.3	4	-0.9	0.2	-5	-4
C/C(CC(=O)Nc1cccnc1)=N\NC(=O)C(C)Oc1ccc(Cl)cc1Cl (configuration not stated)	-2.9	-4	1.5	1.0	1.2	0.6	3	-1.0	-0.1	-1	6
CCN1CCCC1CNC(=O)C(=O)Nc1cccc(OC)c1 (configuration not stated)	4.1	-2	0.1	0.6	1.4	-0.1	5	-1.2	0.2	0	0
O=C1CC2(CCN(C(=O)c3ccc(Br)cc3)CC2)Oc2ccccc21	-1.1	-1	-0.4	-0.6	-0.8	0.1	1	-1.2	-2.0	-2	-2
CCNc1nc(N2CCCC2)nc(N2CCCC2)n1	-1.8	0	6.9	0.2	0.2	0.7	7	-0.8	-0.5	-4	3
COC(=O)CCCC(=O)NC1CCCc2c1cnn2-c1ccc(F)cc1F (configuration not stated)	0.4	-1	0.2	-2.2	1.4	-0.4	1	-0.8	0.1	-2	-1
CC(NC(=O)Cc1ccccc1)C1COc2ccccc2O1 (configuration not stated)	0.8	1	0.4	-1.5	-0.1	0.9	5	-1.5	0.5	-5	1
Cc1cc(C(=O)CSc2nc3ccccc3c(=O)[nH]2)c(C)n1CC1CCCO1 (configuration not stated)	3.8	1	1.6	-1.5	-2.3	0.1	-16	-1.2	-2.1	1	-2
OC1CCN(Cc2cn(Cc3ccccc3)nc2-c2cc3ccccc3o2)CC1	-0.3	-5	1.4	0.6	0.2	-0.3	-13	-1.1	0.0	2	-4
Cc1cc(SCC(=O)NCCC2=CCCCC2)nc2ccccc12	0.3	-5	1.3	0.8	-0.9	-0.2	-4	-1.1	0.4	5	0
NC(=S)NN=Cc1c[nH]c2nccnc12	-0.3	3	0.6	-2.5	0.7	-0.3	-1	-0.9	-1.8	0	0
CCOC(=O)c1ccccc1NC(=O)CSc1ccccc1	1.1	-4	0.3	0.3	1.4	0.0	-4	-1.1	-0.1	1	-10
CCOC(=O)C1CCCN(C(=O)c2ccc(C(=O)c3ccccc3)cc2)C1 (configuration not stated)	1.5	-3	0.5	-0.1	0.6	0.2	-13	-1.0	-0.3	-4	7
CCCCCC1CC(=O)C=C(C)C1C(=O)OC (configuration not stated)	-1.6	2	-0.2	-2.1	1.7	0.8	8	-0.8	0.6	-6	3
COc1ccc(CC(=O)NCc2n[nH]c(=S)n2-c2ccc(F)cc2)cc1	-5.7	-5	-1.7	0.1	1.0	0.4	3	-1.1	0.1	-1	1
S=c1nc[nH]c2c1[nH]c1ccc(Cl)cc12	-4.7	7	3.2	-0.1	5.1*	-1.5	20*	-0.2	-1.0	-3	2
O=C(N/N=C/c1cccs1)c1cnccn1	1.1	1	5.2	-1.0	0.4	0.1	6	-1.5	0.1	6	1
CCC(C(=O)Nc1c(C)cc(C)cc1C)N1CCCCCC1 (configuration not stated)	-2.2	-3	-0.2	-0.5	0.6	-0.3	0	-1.6	-0.3	-2	4
O=C(c1cc(-c2ccc(O)cc2)on1)N1CCc2ccccc2C1	3.1	1	-0.9	-1.6	0.6	-0.3	-31	-0.4	0.5	-1	-4
O=C(NCc1ccc2c(c1)OCO2)c1ccc(CS(=O)(=O)c2cccc(C(F)(F)F)c2)o1	-2.8	2	1.0	-1.3	-0.6	0.8	-12	-1.4	-0.8	-2	-3
COc1cc2c(cc1OC)[C@H](C)N(C(=O)NCc1ccccc1)CC2	1.7	0	1.7	-0.9	-0.8	-1.2	3	-1.4	-0.1	-1	2
CC(C)(CSc1nncn1N)NS(=O)(=O)c1ccc(Cl)cc1	-0.8	1	-1.8	-0.7	2.0	-0.1	-2	-1.5	0.4	1	1
O=C(NCCCN1CCOCC1)C(c1ccccc1)c1ccccc1	-3.5	0	3.5	0.3	3.7	-0.3	13	-0.9	0.5	-2	-1
Cc1nnc(SCC(=O)NCc2cccs2)n1-c1ccccc1	1.4	7	-1.3	-0.1	1.3	0.4	-2	-1.5	-0.4	0	4

Three structures from above, ordered by number of heavy atoms, smallest number first:
SMILES	hgDAF-12 ag	GC-A act	GAA850 FXN act	hcDAF12 agonist	DAX1 inh-1	KLK7 zymogen act	HGIII-sPLA2 inh	ssDAF12 agonist	DAX1 inh-2	SMARCA2 act	GC-B act
CC(C)(CSc1nncn1N)NS(=O)(=O)c1ccc(Cl)cc1	-0.8	1	-1.8	-0.7	2.0	-0.1	-2	-1.5	0.4	1	1
N#Cc1c(SCC(N)=O)nc2c(c1-c1ccncc1)CCCC2	1.6	-7	0.6	-1.3	-0.4	0.1	8	-1.4	-1.0	-3	-1
O=C(c1cc(-c2ccc(O)cc2)on1)N1CCc2ccccc2C1	3.1	1	-0.9	-1.6	0.6	-0.3	-31	-0.4	0.5	-1	-4

(next part)
SMILES	hgDAF-12 ag	GC-A act	GAA850 FXN act	hcDAF12 agonist	DAX1 inh-1	KLK7 zymogen act	HGIII-sPLA2 inh	ssDAF12 agonist	DAX1 inh-2	SMARCA2 act	GC-B act
CC(C)[C@H](NC(=O)N1CC(=O)Nc2ccccc21)C(=O)N1CCC(C(=O)O)CC1	0.0	3	-1.4	1.1	0.2	-0.1	0	-1.0	-1.3	6	-3
COc1ccc(S(=O)(=O)N(Cc2ccccc2)c2ccccc2C(=O)Nc2ccccc2C(=O)NCc2ccco2)cc1	-1.7	-6	-1.5	-2.4	-0.6	-0.5	-17	-0.8	-0.9	-2	4
O=C(CNC(=O)c1cc(S(=O)(=O)N2CCOCC2)ccc1N1CCCC1)Nc1ccc(F)c(F)c1	-1.2	-5	0.3	-1.9	-0.1	-0.3	-15	-1.3	-0.6	-2	0
COc1cccc(/C=C2\SC(=S)N(CCCC(=O)N3CCCCC3)C2=O)c1	-0.7	-3	1.5	-0.2	-0.3	0.0	0	-0.9	0.7	-4	-4
CC1(C)CC(NC(=O)c2ccccc2NS(=O)(=O)c2ccc(Br)cc2)CC(C)(C)N1	-0.1	2	-1.5	-0.1	1.7	0.3	-9	-1.2	-1.6	0	0
COc1ccc(S(=O)(=O)N2CCOCC2)cc1NC(=O)CN1C(=O)NC2(CCCCC2C)C1=O (configuration not stated)	-1.7	1	-0.5	1.5	-0.8	-0.1	-4	-1.1	0.2	-3	-1
CCc1cccc(C)c1NC(=O)c1ccoc1C	-1.3	-2	0.2	-0.3	-1.1	-0.4	-3	-0.9	0.7	-6	-4

Screens (PubChem)
